Assay outcomes as filed in PubChem.
Glioma ERSR ind – induces the endoplasmic reticulum stress response in human glioma cells. 420,000 tested, 0.02% active. U87-MG GRP78 promoter luciferase reporter, 16 h. AID 602332. Potency, µM, for inactives: top-dose activation, actives largely listed as activators; active = well fitted activation curve with a large enough effect; also: potency is read from the fitted curve at half-maximal effect; series mostly up to about 76 µM; % of control where 0% means no effect; nearly all actives have a fitted effect of over 35% in size
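ERSR induction read as luciferase luminescence (Bright-Glo, 10 min at room temperature) in stably transfected human U87-MG glioma cells exposed to compounds for 16 h, using GRP78 as sensor.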
LDHA inh – blocks human lactate dehydrogenase A | purified LDHA, NADH/diaphorase-resazurin fluorescence; active compounds read low | activity change, % (values are at about 110 or 230 µM) | 480,000 tested, 0.15% active | AID 1347041; in the data active = activity change below about -30%;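 also: plate controls were DMSO wells for no effect and wells without enzyme for full effect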
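Human LDH5 at 2 nM final in Tris HCl pH 7.4 with 0.06 mM NADH and 0.2 mM pyruvate, reacted 5 minutes at room temperature. Remaining NADH coupled via diaphorase/resazurin; resorufin fluorescence read at 0 and 20 minutes, normalized to enzyme-free and DMSO wells.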
* hit, by the source's call. Only part of the results is shown (hit frequency here may not be typical).

SMILES	Glioma ERSR ind	LDHA inh
Cc1nc(C(F)(F)F)ccc1C(=O)N1CCCC1(C)C(=O)NCC(C)C (configuration not stated)	-3%	-10
CC(=O)NCCNc1nc2cc(-c3cccc(Cl)c3)sc2c(=O)n1C	-2%	-4
CCc1nc2c(OCCOC)cccn2c1N(C)C(=O)Nc1ccccc1OC	-3%	-6
O=C(Nc1ccccc1)c1ccccc1Br	-3%	1
CC1(C(=O)NS(=O)(=O)c2cccs2)CCN1C(=O)Cc1ccc(Cl)cc1Cl (configuration not stated)	-2%	0
OC(c1ccc(F)c(F)c1)c1ncc(-c2cccc(C(F)(F)F)c2)[nH]1 (configuration not stated)	-3%	-4
CNc1ccc(Cl)cc1S(=O)(=O)c1ccccc1[N+](=O)[O-]	-1%	1
COCCNC(=O)C1(C)CCCN(C(=O)c2cccc3ccccc23)C1 (configuration not stated)	-2%	-4
CSc1ccc(CN2CCC2(C)C(=O)NC2CCN(Cc3ccccc3)CC2)cc1 (configuration not stated)	-2%	-8
CN(CCC#N)c1ccc(C=C(C#N)c2cccc(C(F)(F)F)c2)cc1	0%	1
CC(=NOC(=O)C1CCCCC1)c1nccs1	-5%	1
COc1ccc(Cc2c(-c3ccc(OC)c(OC)c3)nc3c(C)cc(Br)cn23)c(C)c1	-1%	-7
CC1(C(=O)NC2CCCC2)CCC(=O)N1CCCn1ccnc1 (configuration not stated)	-3%	-7
CCc1nc2c(OCc3ccc(Cl)cc3)cccn2c1N(C)C(=O)c1ccco1	-10%	-1
O=C1C(=Cc2cccc(Cl)c2)Cc2ccccc21	3%	-1
COCCNc1nc(NCc2ccc(NC(C)=O)cc2)c2sccc2n1	-3%	-2
Cc1ccc(S(=O)(=O)NC(=O)C2(C)CCN2C(=O)CCc2ccc(Cl)cc2Cl)cc1 (configuration not stated)	0%	-9
COc1ccc(OC)c(NC(=O)Nc2nc(C(C)N)cs2)c1 (configuration not stated)	-5%	5
NC(Cc1ccc(F)cc1)c1csc(NC(=O)NC(c2ccccc2)c2ccccc2)n1 (configuration not stated)	-10%	-1
CCNC(=O)C1CCCN(C(=O)c2cc(F)cc(F)c2)CC1 (configuration not stated)	-1%	-4
COCCNc1nc(Oc2cncc(Cl)c2)c2sccc2n1	-3%	-8
CCOC1=C2[C@@H](CN(S(=O)(=O)c3ccc(C)cc3)[C@H]2c2ccccc2F)[C@H]2C(=O)N(Cc3ccccc3)C(=O)[C@H]2C1	-1%	-3
COC(=O)N1CCCCC1c1cc(C(=O)Nc2ccccc2Cl)no1 (configuration not stated)	0%	-6
O=C(c1ccc(CSc2ccc(Cl)cc2)o1)N1CCOCC1	2%	-5
COc1ccc(OC)c(NC(=O)Nc2nnc(COCCO)s2)c1	0%	0
CN(C)CCNC(=O)c1ccc2nc([C@@H]3O[C@H](CO)[C@H](O)[C@H](O)[C@H]3O)[nH]c2c1	-3%	-1
COCCN1C(=O)c2ccccc2C1c1nc2ccccc2[nH]1 (configuration not stated)	-3%	-9
COc1cc(-c2cnc3c(NC=O)cc(-c4ccc(C)cc4)cn23)cc(OC)c1OC	-2%	-2
O=C(c1[nH]c(C(F)(F)F)nc1-c1ccccc1)N1CCN(c2ncccn2)CC1	-4%	-2
CN(Cc1ccc2c(c1)CCCN2C)C(=O)[C@H]1O[C@@H](n2cnc3c(N)ncnc32)[C@H](O)[C@@H]1O	-3%	-1
COCCNC(=O)c1cc2c(c(-c3cccc(-c4cc5ccccc5o4)c3)n1)[C@@H](CCO)N(S(=O)C(C)(C)C)C2 (some centres not stated)	-1%	0
COc1ccc(-c2cnc3c(NC=O)cc(-c4ccccc4)cn23)cc1OC	-1%	-2
CCNC(=O)C1(C)CCN1C(=O)Cc1ccc(C(C)C)cc1 (configuration not stated)	-3%	0
O=C1C(=Cc2cccc(F)c2)Cc2ccccc21	6%	1
COc1ccc(-c2ccc(C(=O)N3CCOCC3)c3occc23)c(C)c1	0%	-13
COc1ccc(Cl)cc1-c1cc(C(=O)NCc2ccc(F)cc2)[nH]n1	0%	-4
CCc1nc2c(OCC(=O)c3ccc(F)cc3)cccn2c1N(C)C(=O)c1cccs1	-5%	-1
O=C(NCc1cccs1)c1ccc2sc(C3=C[C@@H](O)[C@@H](O)[C@@H](CO)O3)nc2c1	-1%	1
CC1(C(=O)NS(=O)(=O)C2CC2)CCN(C(=O)CSc2ccccc2)C1 (configuration not stated)	-2%	-5
CC(O)(c1cccc(F)c1)c1nc(-c2cncnc2)cs1 (configuration not stated)	-1%	-6
Nc1ccn([C@@H]2O[C@H](C(=O)N3CCCN(Cc4cccs4)CC3)[C@@H](O)[C@H]2O)c(=O)n1	-5%	1
COc1ccc(OC2(C)CCN(Cc3ccc(-c4ccccc4)o3)C2)cc1 (configuration not stated)	-1%	-4
CN(C)c1ccc(-c2cc(NC=O)c3ncc(-c4ccc(F)c(Cl)c4)n3c2)cc1	3%	5
COc1ccc(NC(=O)C2Cc3c(-c4ccc(Cl)cc4)ccnc3O2)cn1 (configuration not stated)	-4%	-3
CC(=O)Nc1cc(-c2ccsc2)cn2c(-c3ccc(F)cc3)cnc12	10%	7
Cc1cc(Br)cn2c(Cc3cccc(F)c3)c(-c3ccc(Cl)cc3)nc12	-2%	-2
NC(Cc1ccccc1)c1csc(Nc2ccc(C(F)(F)F)cn2)n1 (configuration not stated)	-8%	-3
COc1ccc(-c2cc(NC=O)c3ncc(-c4cccc(C(=O)N(C)C)c4)n3c2)c(OC)c1	0%	1
COc1ccc(C(=O)Nc2nnc([C@@H]3C[C@H](O)[C@@H](CO)O3)s2)cc1	0%	-6
CCOC(=O)C1(C)CCCN(C(=O)c2ccccc2C(F)(F)F)C1 (configuration not stated)	-4%	-1
COC(=O)[C@H](Cc1ccccc1)NC(=O)CC[C@H]1O[C@@H](n2ccc(=O)[nH]c2=O)[C@H](O)[C@@H]1O	0%	-7
COCCN1C[C@@H](CO)O[C@@H](n2cnc3c(NCCCO)ncnc32)C1	-3%	-3
CC(=O)Nc1cccc(-c2csc(C(C)(O)c3ccccc3)n2)c1 (configuration not stated)	-4%	-10
Cc1ccccc1NC(=O)Nc1nc(C(N)C2CCCCC2)cs1 (configuration not stated)	-6%	0
Cc1ccc(NC(=O)C2(C)CCN2C(=O)CC(c2ccccc2)c2ccccc2)cc1 (configuration not stated)	-4%	-1
O=C(Nc1ccc(OCc2ccccc2)cc1)Nc1nnc([C@@H]2C[C@H](O)[C@@H](CO)O2)s1	-2%	0
CN1OC[C@@H]2CN(C(=O)c3cccc4ccccc34)[C@H](c3ccc(N4CCCCC4)cc3)C[C@@H]21	-5%	-9
Cc1ccc(OCCNC(=O)[C@H]2O[C@@H](n3cnc4c(N)ncnc43)[C@H](O)[C@@H]2O)cc1C	-2%	-9
COc1ccc(Cc2c(-c3ccc(C)cc3)nc3cc(C)c(Br)c(C)n23)c(C)c1	-1%	-15
CC(C)Nc1ncnc2c1ncn2[C@H]1CN(Cc2ccccc2)C[C@@H](CO)O1	-2%	0

(more compounds)
SMILES	Glioma ERSR ind	LDHA inh
CC(=O)Nc1cccc(-c2ccnc3c2CC(C(=O)NCc2ccncc2)O3)c1 (configuration not stated)	-4%	-12
COCCNC(=O)c1cc2c(c(-c3cccc(-c4cccc(OC)c4)c3)n1)[C@H](CCO)N(S(=O)C(C)(C)C)C2 (some centres not stated)	-2%	-4
Cc1c(C(=O)NCc2ccc3c(c2)OCO3)sc(=O)n1Cc1ccc(S(=O)(=O)N(C)C)cc1	-1%	2
Cn1cnc(S(=O)(=O)N2CCCCC2c2cc(C(=O)Nc3cccc(C#N)c3)no2)c1 (configuration not stated)	-1%	-7
CC(=O)c1cccc(-c2ccnc3c2CC(C(=O)NCCc2ccccc2)O3)c1 (configuration not stated)	1%	1
CC(=O)NCCNC(=O)C1(C)Cc2c(-c3ccc(NC(C)=O)cc3)ccnc2O1 (configuration not stated)	-4%	2
O=S1(=O)CC(N2CCN(c3ccccn3)CC2)CN1C1CCCCC1 (configuration not stated)	-2%	0
Cc1ccc(C)c(C(O)c2ncc(-c3ccc(F)cc3)[nH]2)c1 (configuration not stated)	-2%	-8
CCCS(=O)(=O)NC(=O)C1(C)CCN(C(=O)c2c(F)ccc(C)c2F)C1 (configuration not stated)	-4%	-10
CCOC(=O)C(=O)N(C)c1c(CC)nc2c(OCc3cc(Cl)cc(Cl)c3)cccn12	-2%	0
CCCS(=O)(=O)NC(=O)C1(C)CCCN(C(=O)c2ccc(F)cc2Cl)C1 (configuration not stated)	-3%	0
COc1ccc(CC(N)c2csc(Nc3cnccn3)n2)cc1 (configuration not stated)	-2%	-3

Brought forward from above: two entries, followed by the next part.
SMILES	Glioma ERSR ind	LDHA inh
CCCS(=O)(=O)NC(=O)C1(C)CCCN(C(=O)c2ccc(F)cc2Cl)C1 (configuration not stated)	-3%	0
COc1ccc(CC(N)c2csc(Nc3cnccn3)n2)cc1 (configuration not stated)	-2%	-3
Cc1cc(F)ccc1C(O)c1ncc(-c2cccc(OCc3ccccc3)c2)[nH]1 (configuration not stated)	1%	-7
COc1cccc(CNc2nc(NC(C)C)nc3ccsc23)c1OC	-4%	-3
COc1ccc(CC(N)c2csc(NC(=O)Cc3ccccc3)n2)cc1 (configuration not stated)	-4%	-8
CC(C)Nc1ncnc2c1ncn2[C@H]1CN(Cc2ccncc2)C[C@@H](CO)O1	1%	-3
CC1(C(=O)Nc2ccc3ccccc3c2)CCC(=O)N1CCCn1ccnc1 (configuration not stated)	-4%	-9
CCOC(=O)C1=CC[C@@H](c2ccccc2)N(S(=O)(=O)c2ccc(C)cc2)[C@H]1C=C(C)C	-3%	-7
COc1ccc(CN2CCC2(C)C(=O)NCCc2c[nH]c3ccccc23)c2ccccc12 (configuration not stated)	4%	-1
COC(=O)c1ccc2nc(C3CCCCC3)c(Cc3cccc(Cl)c3)n2c1	-3%	6
Cc1cccnc1C(NC(=O)C1CCN(CCCc2ccccc2)CC1)c1ccc(Cl)cc1 (configuration not stated)	-5%	-11
COc1ccc(-c2nc3cc(C)c(Br)c(C)n3c2Cc2ccccc2)cc1OC	-4%	-3
CC1(C)CC(=O)C(C(c2ccc3c(c2)OCO3)C2C(=O)CC(C)(C)CC2=O)C(=O)C1	-1%	-1
CCOc1cc2c(c3c1C(c1ccccc1)N(S(=O)(=O)c1ccc(C)cc1)C3)C(=O)C=CC2=O (configuration not stated)	-12%	8
c1ccc(N2CCN(c3nccn4ccnc34)CC2)nc1	2%	2
Cc1ccsc1CNC(=O)C1(C)CCN1C(=O)C(C)C (configuration not stated)	-2%	-4
CN(C)c1cccc(CNC(=O)c2ccc3sc([C@@H]4O[C@H](CO)[C@H](O)[C@H](O)[C@H]4O)nc3c2)c1	-3%	5
Cc1ccccc1S(=O)(=O)NC(=O)C1(C)CCN1C(=O)COc1ccc(Cl)cc1 (configuration not stated)	-3%	-12
CCCCNC(=O)C1(C)CCN1C(=O)Cc1cccc2ccccc12 (configuration not stated)	-2%	6
CS(=O)(=O)c1ccc(C(=O)OCC(=O)N2CCN(CCC3CCCCC3)CC2)cc1[N+](=O)[O-]	-10%	-4
CC1(C(=O)Nc2ccc(Cl)c(C(F)(F)F)c2)Cc2c(-c3ccc(C(N)=O)cc3)ccnc2O1 (configuration not stated)	-5%	-8
C/C=C1\NC(=O)[C@H](C)NC(=O)[C@@H](NC(=O)[C@@H](Cc2ccc(O)cc2)NC(=O)[C@@H](NC(=O)/C(C)=C/C)C(C)C)[C@@H](C)OC(=O)[C@H](CCCCc2ccc(O)cc2)NC(=O)[C@@H](CCC(=O)OC)NC1=O	-3%	-2
CC1(C(=O)Nc2cccc3ccccc23)CCN1C(=O)Cc1ccc(Cl)cc1Cl (configuration not stated)	3%	-3
CC(=O)c1cccc(-c2ccnc3c2CC(C(=O)Nc2ccc4c(c2)OCO4)O3)c1 (configuration not stated)	-3%	-6
CCc1nc2ccc(C(=O)NCCCN3CCCC3=O)cn2c1N(C)C(=O)Nc1ccccc1OC	-2%	-1
O=C(Nc1ccccc1Cl)c1cc(C2CCCN(C(=O)C3CCCCC3)C2)on1 (configuration not stated)	2%	-2
CC1(C(=O)NS(=O)(=O)c2ccc(Cl)cc2)CCN1C(=O)CCC1CCCC1 (configuration not stated)	0%	-8
COc1ccc(NC(=S)N2CCN(c3ccc4c(c3)C3CCN(C(=O)OCc5ccccc5)C4C3)CC2)c(OC)c1 (configuration not stated)	-2%	-6
CC1(C(=O)Nc2cccc3c2CCCC3)CCN1C(=O)c1cccc(F)c1 (configuration not stated)	-1%	-2

Compounds above containing a thiophene ring, fused or not (10):
SMILES	Glioma ERSR ind	LDHA inh
CC(=O)NCCNc1nc2cc(-c3cccc(Cl)c3)sc2c(=O)n1C	-2%	-4
CC1(C(=O)NS(=O)(=O)c2cccs2)CCN1C(=O)Cc1ccc(Cl)cc1Cl (configuration not stated)	-2%	0
COCCNc1nc(NCc2ccc(NC(C)=O)cc2)c2sccc2n1	-3%	-2
COCCNc1nc(Oc2cncc(Cl)c2)c2sccc2n1	-3%	-8
CCc1nc2c(OCC(=O)c3ccc(F)cc3)cccn2c1N(C)C(=O)c1cccs1	-5%	-1
O=C(NCc1cccs1)c1ccc2sc(C3=C[C@@H](O)[C@@H](O)[C@@H](CO)O3)nc2c1	-1%	1
Nc1ccn([C@@H]2O[C@H](C(=O)N3CCCN(Cc4cccs4)CC3)[C@@H](O)[C@H]2O)c(=O)n1	-5%	1
CC(=O)Nc1cc(-c2ccsc2)cn2c(-c3ccc(F)cc3)cnc12	10%	7
COc1cccc(CNc2nc(NC(C)C)nc3ccsc23)c1OC	-4%	-3
Cc1ccsc1CNC(=O)C1(C)CCN1C(=O)C(C)C (configuration not stated)	-2%	-4
